From PubChem
VEEV TC-83 Vero – inhibitors of VEEV TC-83 cytopathic effect, confirmation, Vero cells (AID 588727); Vero cells, VEEV TC-83 cytopathic effect inhibition; higher % means a stronger effect; inhibition, % at 20 µM; hits with a dose series show IC50 in µM; hit rate 0.13% among 350,000; in the data active means a potency from the dose series; inconclusive means inhibition mostly from about 14% at the one dose, without a potency; inactive means the rest, 99 in 100 with inhibition below about 12%; further: strong numbers were not always called active
M. tuberculosis – growth inhibition of non-replicating M. tuberculosis (AID 488890); Mycobacterium tuberculosis non-replicating, growth inhibition; higher % means a stronger effect; inhibition, % at 25 µM, or IC50 in µM where a hit was titrated; hit rate 0.39% among 320,000; in the data active means a potency from the dose series; inconclusive means inhibition mostly from about 82% at the one dose, without a potency; inactive means the rest, 99 in 100 with inhibition below about 76%;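 further: plate controls were DMSO cells for no effect and high antibiotic wells for full effect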
Salmonella PhoP GFP – PhoP regulon inhibitors, Salmonella typhi PhoP promoter GFP reporter, confirmatory (AID 1850) | Salmonella Typhi PhoP-promoter GFP reporter, fluorescence, 4 h; higher % means a stronger effect | one-dose inhibition, % at 50 µM; IC50 in µM for titrated hits | hit rate 0.33% among 310,000; in the data active means a potency from the dose series; inconclusive means inhibition mostly from about 25% at the one dose, without a potency; inactive means the rest, 99 in 100 with inhibition below about 19%;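 further: 0% = induced wells with vehicle and 100% = uninduced wells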
H1N1 NS1A inhibition – H1N1 influenza NS1A inhibitors, functional cell based assay (AID 504329) | NS1A functional cell-based assay, percent inhibition; higher % means a stronger effect | inhibition, % at 12.5 µM, or IC50 in µM where a hit was titrated | hit rate 0.3% among 340,000; in the data active means a potency from the dose series; inconclusive means inhibition above about 27% without an active follow-up result; further: strong numbers were not always called active
H37Rv inhibition – M. tuberculosis growth inhibition, HTS (AID 449762); one-dose inhibition, % at 25 µM; IC50 in µM for titrated hits; hit rate 0.59% among 330,000; M. tuberculosis H37Rv growth inhibition, 7H9 media; higher % means a stronger effect; in the data active means a potency from the dose series; inconclusive means inhibition above about 70% without an active follow-up result;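 further: bacterial growth assessed after seven days of incubation; strong numbers were not always called active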
VEEV TC-83 Vero 10K pilot screen – recorded beside VEEV TC-83 Vero, whose call it bears; inhibition, %; measured here: 10K pilot screen inhibition
The depositor's hits bear a star; i = inactive; u = inconclusive; x = no result given.

SMILES	VEEV TC-83 Vero	M. tuberculosis	Salmonella PhoP GFP	H1N1 NS1A inhibition	H37Rv inhibition	others
Cc1ccc(NC(=O)CCc2c(C)nn(-c3ccc(N4CCOCC4)nn3)c2C)cc1F	2.9%	21.3%	-7.9%	-1.1%	8.9%
CCN1CCCC1CNC(=O)c1cc2c(-c3ccc(Cl)cc3)nn(C)c2s1 (stereo not drawn)	12.9%	u	-2.9%	9.0%	24.9%
CCN(CCCCCN(C)C)Cc1cc2ccccc2o1	i	-5.4%	5.4%	0.5%	2.6%	VEEV TC-83 Vero 10K pilot screen=0.0
Fc1cccc(Cl)c1Cn1nnc(-c2ccc3c(c2)OCO3)n1	2.3%	45.8%	2.5%	7.8%	2.6%
CC(NC(=O)c1cccnc1)C(=O)O (stereo not drawn)	0.5%	3.7%	-6.7%	-5.9%	0.7%
CC(O)CC(C(=O)NNc1ccccc1)C(=O)NNc1ccccc1 (stereo not drawn)	i	55.5%	-5.2%	-3.3%	u
O=C(c1ccccc1)N1N=C(c2ccc(F)cc2)CC1c1ccc(F)cc1 (stereo not drawn)	0.3%	x	x	-0.2%	x
CCn1c(CN2CCN(C(=O)c3ccco3)CC2)nc2c1c(=O)n(C)c(=O)n2C	i	-11.6%	-0.6%	3.1%	11.3%
Cc1ccc(S(=O)(=O)NCC(=O)N(CC(=O)NCC2CCCO2)Cc2ccco2)cc1 (stereo not drawn)	0.8%	-12.8%	-12.0%	-3.7%	-5.0%
COc1ccc(S(=O)(=O)N2CCCCCC2)cc1C(=O)N(CC(C)C)C1CCS(=O)(=O)C1 (stereo not drawn)	3.1%	0.0%	-1.2%	-7.2%	-3.5%
Cc1ccccc1C(=O)Nc1cc(C(F)(F)F)ccc1-n1cncn1	1.0%	-8.6%	x	-13.2%	4.1%
COCCCNC(=S)Nc1c(C)cc(C)cc1C	0.6%	-6.9%	-2.8%	-14.3%	0.0%
CC(Sc1cnc2ccccc2n1)C(=O)O (stereo not drawn)	0.8%	-5.9%	-1.7%	-9.0%	1.9%
CSc1nnc(-c2ccc([N+](=O)[O-])cc2)o1	0.3%	u	-1.7%	3.4%	u
O=C(NCCc1ccccc1F)C1CCC(=O)N(Cc2ccccc2F)C1 (stereo not drawn)	0.3%	7.6%	3.7%	-1.2%	-0.6%
c1ccc2sc(Sc3ncnc4sccc34)nc2c1	8.7%	u	-0.1%	10.0%	3.36µM*
CC(C(=O)N1CCOCC1)c1ccccc1 (stereo not drawn)	0.6%	-1.9%	x	-7.2%	-3.3%	VEEV TC-83 Vero 10K pilot screen=1.3
Cc1cc(C)c(NC(=O)C2c3ccccc3Oc3ccccc32)c(C)c1	0.1%	-2.8%	5.0%	-2.9%	-4.9%
Cc1ccc(SCCC(=O)OCC(=O)Nc2ncc(Cl)cc2Cl)cc1	1.6%	31.1%	8.7%	2.2%	-4.6%
Cc1cccc(-c2n[nH]c(=S)n2-c2ccccc2)c1[N+](=O)[O-]	2.0%	-12.4%	-8.9%	-1.5%	0.7%
NC(=O)c1cc(S(=O)(=O)NCCc2ccccc2)cs1	0.5%	15.1%	-0.7%	2.8%	5.5%
COc1cc(/C=N/NC(N)=O)ccc1OC(=O)c1cccs1	2.0%	2.8%	-17.3%	0.7%	8.7%
COc1cccc(N/C=C/C(=O)c2ccc(OC)c(OC)c2)c1	0.8%	3.5%	-7.8%	20.0%	7.7%
CCCCCOc1ccc(C(=O)CCC(=O)Nc2ccc(NC(C)=O)cc2)cc1	0.7%	1.0%	6.5%	4.6%	0.7%
Cc1c(/C=N\NC(=O)C2(C)CC2(Cl)Cl)cnn1C (stereo not drawn)	0.1%	-16.4%	0.9%	-4.2%	2.5%
COc1ccc(NC(=O)Nc2cc(C(=O)O)ccc2N2CC3CC(C2)c2cccc(=O)n2C3)c(OC)c1 (stereo not drawn)	0.6%	-1.9%	-2.3%	3.5%	4.0%
Cc1nn(C)c(C)c1CN(C)S(=O)(=O)c1ccc2ccccc2c1	i	12.3%	-4.7%	7.7%	-0.2%
CCOc1nc(Nc2ccc([N+](=O)[O-])cc2)nc(NC(C)(C)C)n1	1.8%	4.0%	-1.9%	3.5%	0.5%
Cc1cc(C(=O)N/N=C2\CC(=O)c3ccccc32)c(C)n1-c1ccccc1	8.6%	11.5%	3.6%	-2.3%	-2.4%
COc1ccc(NC(=O)CCc2ccccc2)cc1NC(=O)c1ccco1	2.7%	32.5%	-5.3%	-0.8%	7.4%
NC(=O)C1=C[C@H](c2coc3ccccc3c2=O)C[C@H](OCCCCO)O1	0.3%	-3.0%	-3.3%	-10.6%	2.5%	VEEV TC-83 Vero 10K pilot screen=1.0
COCC(C)n1c(SCC(=O)Nc2sccc2C(N)=O)nc2ccccc2c1=O (stereo not drawn)	6.0%	24.2%	x	-11.6%	-0.6%
COC(=O)C1CCN(C(=O)CSc2ccccc2)CC1	i	75.7%	-4.8%	2.2%	4.6%
O=C1c2ccccc2C(=O)N1Nc1ccccc1	0.6%	9.0%	0.3%	3.3%	>100µM*
O=C(NCCN1CCOCC1)/C(=C\c1ccc(Br)cc1)NC(=O)c1cccs1	i	-7.7%	0.0%	-6.3%	3.3%
S=C(NCCc1c[nH]c2ccccc12)NC1CCCC1	0.3%	u	-3.6%	4.6%	0.1%
Cc1ccccc1NC(=O)CN1C(=O)N/C(=C\c2ccccc2OCc2ccc(C(=O)O)cc2)C1=O	1.1%	-9.5%	12.9%	7.9%	-0.1%
CCN(CC)c1nc(C)c(C(=S)Nc2cc([N+](=O)[O-])ccc2Cl)s1	0.5%	25.5%	-5.5%	6.7%	8.0%
Cc1ccc([N+](=O)[O-])cc1S(=O)(=O)N1CCCN(C)CC1	i	-7.7%	-0.2%	-2.8%	-1.8%
O=C1c2cnc3nc(SCc4cccc(Cl)c4)nn3c2CC2c3ccccc3CCN12 (stereo not drawn)	3.0%	-0.7%	8.6%	-5.2%	-0.6%

Seven entries drawn at random from the list so far:
SMILES	VEEV TC-83 Vero	M. tuberculosis	Salmonella PhoP GFP	H1N1 NS1A inhibition	H37Rv inhibition	others
Cc1c(/C=N\NC(=O)C2(C)CC2(Cl)Cl)cnn1C (stereo not drawn)	0.1%	-16.4%	0.9%	-4.2%	2.5%
NC(=O)C1=C[C@H](c2coc3ccccc3c2=O)C[C@H](OCCCCO)O1	0.3%	-3.0%	-3.3%	-10.6%	2.5%	VEEV TC-83 Vero 10K pilot screen=1.0
COC(=O)C1CCN(C(=O)CSc2ccccc2)CC1	i	75.7%	-4.8%	2.2%	4.6%
CCN(CC)c1nc(C)c(C(=S)Nc2cc([N+](=O)[O-])ccc2Cl)s1	0.5%	25.5%	-5.5%	6.7%	8.0%
O=C(NCCN1CCOCC1)/C(=C\c1ccc(Br)cc1)NC(=O)c1cccs1	i	-7.7%	0.0%	-6.3%	3.3%
COc1cc(/C=N/NC(N)=O)ccc1OC(=O)c1cccs1	2.0%	2.8%	-17.3%	0.7%	8.7%
Cc1nn(C)c(C)c1CN(C)S(=O)(=O)c1ccc2ccccc2c1	i	12.3%	-4.7%	7.7%	-0.2%

Following part
SMILES	VEEV TC-83 Vero	M. tuberculosis	Salmonella PhoP GFP	H1N1 NS1A inhibition	H37Rv inhibition	others
CS(=O)(=O)c1ccccc1C(=O)Nc1cc(Cl)ccc1-n1cncn1	5.3%	-1.6%	-5.9%	-2.0%	-1.5%
CNC(=O)c1cccc(NC(=O)c2cc(-c3ccccc3)nc3c2cnn3C(C)C)c1	7.0%	34.4%	x	-4.5%	u
CCCCN=C1NN=C(c2cc3ccccc3o2)CS1	2.6%	64.0%	-5.2%	-6.2%	9.1%
Cc1nc2ccccc2c(=O)n1-c1ccc(Cl)cc1Cl	0.3%	16.8%	-8.3%	3.4%	12.0%
CC(OC(=O)CNC(=O)c1ccc(Br)cc1)C(=O)NC1CCCCC1C (stereo not drawn)	0.7%	5.3%	x	-9.5%	0.3%
CN(C)CCCNc1oc(-c2ccc(Cl)cc2)nc1S(=O)(=O)c1ccccc1	4.2%	8.9%	x	7.9%	6.2%
COc1ccc(-c2nc(Cn3c(SCc4cccc(F)c4)nc4ccncc43)c(C)o2)cc1OC	9.2%	59.7%	0.8%	-2.4%	8.4%
CCN1CCN(S(=O)(=O)c2ccc(Cl)c(C(=O)NC3CCCCC3)c2)CC1	0.6%	3.5%	-1.3%	-8.3%	0.1%
CC(C)CCN1CCC(CN2C(=S)NC[C@@H]2Cc2ccccc2)CC1	0.9%	x	x	2.8%	x
CCOC(=O)C1=NNC(=O)C1	32.1%	x	x	-5.4%	x
CCn1c(O)c(/C=C2\C=NN=C2c2ccc(C)cc2)sc1=S	4.2%	-2.4%	-2.6%	0.9%	-4.3%
CCN(CC)CCNC(=O)CCc1c(C)nc2c(c(C)nn2-c2ccc(C)cc2)c1C	1.2%	32.4%	0.2%	23.2%	9.6%
O=C(COC(=O)/C=C/c1cccc([N+](=O)[O-])c1)Nc1cccnc1Cl	2.1%	3.0%	x	-23.5%	9.9%
COc1cc(S(=O)(=O)Nc2cccc(C)c2)ccc1NC(=O)c1ccncc1	2.3%	1.6%	-3.7%	-6.1%	4.0%
O=C(CCCCCn1c(=O)[nH]c2ccsc2c1=O)N1CCCCC1	2.9%	-9.0%	-8.7%	-3.2%	-11.9%
COc1ccc(OC)cc1	0.3%	-1.9%	x	5.6%	-7.9%
CCN(c1ccccc1)S(=O)(=O)c1ccc(Cl)c(NC(=O)COC(=O)c2cccc(OC)c2O)c1	1.0%	3.0%	-2.9%	-8.8%	-4.9%
O=C(Cn1c2ccccc2c2nc3n(c(=O)c21)CCS3)Nc1ccccc1	0.6%	-7.1%	4.4%	-4.7%	-0.4%
COc1ccc(N(C(C)C(=O)N/N=C/c2cc(Br)c(C)o2)S(C)(=O)=O)cc1 (stereo not drawn)	1.2%	16.4%	-0.2%	4.9%	-7.3%
O=C(Nc1cc(S(=O)(=O)N2CCOCC2)ccc1N1CCOCC1)c1cc2c(s1)CCC2	2.8%	1.9%	2.2%	13.0%	-6.3%

Structures shown so far with an aryl thioether with sulfur outside any ring (8):
SMILES	VEEV TC-83 Vero	M. tuberculosis	Salmonella PhoP GFP	H1N1 NS1A inhibition	H37Rv inhibition	others
CC(Sc1cnc2ccccc2n1)C(=O)O (stereo not drawn)	0.8%	-5.9%	-1.7%	-9.0%	1.9%
CSc1nnc(-c2ccc([N+](=O)[O-])cc2)o1	0.3%	u	-1.7%	3.4%	u
c1ccc2sc(Sc3ncnc4sccc34)nc2c1	8.7%	u	-0.1%	10.0%	3.36µM*
Cc1ccc(SCCC(=O)OCC(=O)Nc2ncc(Cl)cc2Cl)cc1	1.6%	31.1%	8.7%	2.2%	-4.6%
COCC(C)n1c(SCC(=O)Nc2sccc2C(N)=O)nc2ccccc2c1=O (stereo not drawn)	6.0%	24.2%	x	-11.6%	-0.6%
COC(=O)C1CCN(C(=O)CSc2ccccc2)CC1	i	75.7%	-4.8%	2.2%	4.6%
O=C1c2cnc3nc(SCc4cccc(Cl)c4)nn3c2CC2c3ccccc3CCN12 (stereo not drawn)	3.0%	-0.7%	8.6%	-5.2%	-0.6%
COc1ccc(-c2nc(Cn3c(SCc4cccc(F)c4)nc4ccncc43)c(C)o2)cc1OC	9.2%	59.7%	0.8%	-2.4%	8.4%

New compounds follow
SMILES	VEEV TC-83 Vero	M. tuberculosis	Salmonella PhoP GFP	H1N1 NS1A inhibition	H37Rv inhibition	others
O=C(c1cc(-c2ccccc2)on1)N1CCN(c2ccccc2)CC1	7.0%	7.1%	-9.9%	-9.6%	2.3%
COc1ccc(C2CC(=O)c3c(O)cc(O)cc3O2)c(CC=C(C)C)c1OC (stereo not drawn)	3.7%	4.9%	17.6%	3.4%	-8.4%
OCc1ccccc1N=Cc1cccnc1	2.6%	-9.6%	7.8%	-9.2%	0.3%
Cc1ccc(S(=O)(=O)C2(C(=O)Nc3nccs3)CC2)cc1	3.8%	x	7.9%	8.5%	-6.2%
CCNC(=S)N1CCN(CCN=CC2=C(O)CC(C)(C)CC2=O)CC1	1.4%	-9.8%	14.8%	0.6%	-1.6%
CN1CCN(C(=O)/C(=C/c2cn(C)c3ccccc23)NC(=O)c2ccccc2)CC1	0.7%	4.8%	-15.4%	-9.9%	8.3%
CCOC(=O)c1sc(NC(=O)C2CCC2)cc1C	1.1%	22.1%	-5.6%	5.5%	0.0%
O=C(CCC1CCCC1)Nc1ccc(OCC(=O)N2CCOCC2)cc1	0.3%	13.5%	-10.3%	-6.9%	-3.6%
